Assay outcomes (PubChem)
p53 reactivation – qHTS assay for re-activators of p53 using a Luc reporter; H1299 p53-A138V BP100-luciferase reporter, luminescence, 24 h; Potency, µM (doses to about 92.2 µM), for inactives: top-dose activity change, positive = activation, usual class: activators; 320,000 compounds, 0.063% hits; further: potency means the concentration at half of the fitted maximal effect; % of control where 0% means no effect; nearly all actives have a fitted effect of over 45% in size
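H1299 (p53-null), stable ts p53-A138V + BP100-Luc; 1000 cells/well, Opti-MEM/10% FBS; cpd 4 pt, 1:5; 24 h, 37 deg C, 5% CO2; detection reagent 10 min RT; luminescence.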
BRCA1 expr up – qHTS Assay to Identify Small Molecule Activators of BRCA1 Expression; MCF7-BRCA1-FFLuc reporter, luminescence, 48 h; response scale: scaled: vehicle 0%, 10 µM genistein 100%; Potency, µM (top dose mostly 46.1 µM), for the others: at the highest dose activation, actives largely listed as activators; 380,000 compounds, 1.1% hits; further: potency means the concentration at half of the fitted maximal effect; nearly all actives have a fitted effect of over 80% in size; some results filed as inactive show a strong effect at the top dose
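Luminescence from a BRCA1-driven firefly luciferase in MCF7 cells was the read-out, taken 15 min after substrate addition following 48 h compound exposure at 37 °C. Data were normalized to a 10 microM genistein control and DMSO vehicle.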
Integrin act MD – qHTS for Activators of Integrin-Mediated Alleviation for Muscular Dystrophy. Potency, µM (doses to about 38.3 µM), inactives show at the top dose activation, actives largely listed as activators. AID 624291, 2012. 350,000 compounds, 0.064% hits. alpha7betagal myoblasts, beta-gal FDG fluorescence, 48 h;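 further: potency means the concentration at half of the fitted maximal effect; 100% = response of the positive control SU9516; nearly all actives have a fitted effect of over 60% in size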
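Alpha7betagal+/- myoblasts (passage 13) were plated 16-24 hr, then exposed to compounds (1:260 dilution of DMSO stock) for 48 hours at 37C. After MPER lysis, β-galactosidase reporter activity was read as FDG fluorescence (ex 480/em 540) after 30 minutes.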
TRPV1 ag – HTS Assay for Compounds that Act as Agonists of the Vanilloid Receptor 1; TRPV1-expressing cells, Fluo-8 calcium influx, agonist mode; activation, % at 8.33 µM; 320,000 compounds, 0.19% hits; in the data active means activation above about 80%; inconclusive means between about 30% and that limit; further: 0% is about no effect
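TRPV1-expressing cells were cultured overnight at 35.5C and loaded with Fluo-8 calcium dye for 40 to 90 min at room temperature. After a 10 s baseline, compound was added and calcium influx was read kinetically for 3 min (ex 480/em 520 nm).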
CXXC DNA block – qHTS Fluorescence Polarization Assay for Inhibitors of MLL CXXC domain - DNA interaction. Histone-lysine N-methyltransferase 2A (Homo sapiens), Q03164. MLL-CXXC / FITC-HOXA9 DNA fluorescence polarization. Potency, µM (doses to about 115 µM), inactives show at the top dose activity change, negative = inhibition, actives largely listed as inhibitors. 290,000 compounds, 0.037% hits; active means well fitted inhibition curve with a large enough effect in the polarisation, with a control signal flat, not every such curve was filed as active; inconclusive means small, poorly fitted or top-dose-only effect, or effect the other way, or a change in a side signal; inactive means no such curve, though single readings can be large or run the other way; the % refers to the polarisation; further: potency means the concentration at half of the fitted maximal effect
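Purified MLL-CXXC (added from a 7 uM solution) was preincubated 5 min at ambient with pinned compounds in 50 mM Tris-HCl pH 7.5, 50 mM NaCl, 1 mM DTT, 0.05% BSA. Fluorescein-labeled HOX-A9 DNA (50 nM solution) followed, 30 min, then polarization read.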
PTAP TSG101 blk – qHTS Assay for Iinhibitors of HIV-1 Budding by Blocking the Interaction of PTAP/TSG101 | 340,000 tested, under 10 active | Fluorescence polarization, FITC-PTAP peptide / Tsg101 binding | Potency, µM (doses to about 115 µM), inactives show top-dose activity change, negative = inhibition, most hits filed as inhibitors | Tumor susceptibility gene 101 protein (Homo sapiens), Q99816; active means well fitted inhibition curve with a large enough effect in the main read-out, with a control signal flat, not every such curve was filed as active; inconclusive means small, poorly fitted or top-dose-only effect, or effect the other way, or a change in a side signal; inactive means no such curve, though single readings can be large or run the other way; further: potency means the concentration at half of the fitted maximal effect; % of control where 0% means no effect
Target sequence (Q99816 whole entry, looked up): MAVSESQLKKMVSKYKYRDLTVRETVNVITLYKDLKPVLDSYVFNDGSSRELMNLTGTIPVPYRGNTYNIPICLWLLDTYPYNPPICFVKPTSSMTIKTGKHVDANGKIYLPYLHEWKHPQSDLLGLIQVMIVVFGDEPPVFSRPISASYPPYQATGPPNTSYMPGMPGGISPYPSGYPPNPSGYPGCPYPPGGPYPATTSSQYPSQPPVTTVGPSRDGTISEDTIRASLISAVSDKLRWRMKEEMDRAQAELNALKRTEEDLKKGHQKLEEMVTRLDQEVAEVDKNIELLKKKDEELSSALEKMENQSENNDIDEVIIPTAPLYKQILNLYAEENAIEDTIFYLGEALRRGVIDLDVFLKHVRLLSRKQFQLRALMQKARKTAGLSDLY
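Fluorescence polarization binding of Tsg101 binding domain (10 uM final) to FITC-labeled PTAP peptide (50 nM final) in HEPES pH 7.5 buffer with NaCl, Tween 20, EDTA, TCEP. Compounds added before peptide; binding 20 min at RT.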
ELG1 repair inh – qHTS screen for small molecules that inhibit ELG1-dependent DNA repair in human embryonic kidney (HEK293T) cells expressing luciferase-tagged ELG1 | HEK293T ELG1-luciferase reporter, luminescence, 16 h; DNA damage induced by 5-fluorouridine | Potency, µM (top dose mostly 46.1 µM), inactives show top-dose activity change, negative = inhibition, actives largely listed as inhibitors | 330,000 compounds, 2.3% hits | AID 504467, 2011; further: potency means the concentration at half of the fitted maximal effect; on the % scale 0 is the no-effect control and ±100 the full control effect; nearly all actives have a fitted effect of over 55% in size
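DMSO vehicle served as the neutral condition. Each well held 2,000 cells given 5-fluorouridine plus compound; after 16 hr at 37 °C/5% CO2, ONE-Glo was added and luciferase measured 30 min later.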
TCR activator – Activators of T cell receptors: qHTS campaign; primary human leukocytes, anti-CD3, IL-2 HTRF, 48 h; Potency, µM (series often up to 9.22 µM), for inactives: at the top dose activation of IL-2 secretion, usual class: activators; 330,000 tested, under 10 active; AID 504894, 2011; further: % of control where 0% means no effect
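Activity was scored as IL-2 release from primary human leukocytes given only a TCR signal (a-CD3 beads) plus compound for 48 hr. Detection used a two-antibody HTRF format read at 665nm.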
AT treatment – qHTS Assay for Identifying a Potential Treatment of Ataxia-Telangiectasia | 320,000 compounds, 0.19% hits | […] A-T fibroblasts, KAP-1 phosphorylation AlphaLISA; neocarzinostatin DNA damage 30 min before lysis | AID 485349, 2010 | Potency, µM (doses to about 57.5 µM), for the others: at the top dose activation, usual class: activators; further: potency means the concentration at half of the fitted maximal effect; % of control where 0% means no effect; nearly all actives have a fitted effect of over 45% in size
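hTERT-immortalized A-T patient fibroblasts ([…]), 500 cells/well in OPTI-MEM, 1% FBS, got compounds for 60 min, then NCS for 30 min at 37C. Lysates were then assayed for phospho-KAP-1 by AlphaLISA (anti-pKAP1 donor, anti-KAP1 acceptor beads), 6 hr at 25C.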
B2AR arrestin – qHTS assay of beta-arrestin-biased ligands of beta2-adrenergic receptor | Potency, µM (top dose mostly 46.1 µM), inactives show at the highest dose activation, actives largely listed as activators | 330,000 compounds, 0.02% hits | Beta-2 adrenergic receptor (Homo sapiens), P07550 | beta-arrestin recruitment to beta2AR, cell-based reporter;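 further: potency means the concentration at half of the fitted maximal effect; 0% = DMSO controls and full agonism = EC100 isoproterenol or metaproterenol; nearly all actives have a fitted effect of over 65% in size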
Target sequence (P07550 whole entry, looked up): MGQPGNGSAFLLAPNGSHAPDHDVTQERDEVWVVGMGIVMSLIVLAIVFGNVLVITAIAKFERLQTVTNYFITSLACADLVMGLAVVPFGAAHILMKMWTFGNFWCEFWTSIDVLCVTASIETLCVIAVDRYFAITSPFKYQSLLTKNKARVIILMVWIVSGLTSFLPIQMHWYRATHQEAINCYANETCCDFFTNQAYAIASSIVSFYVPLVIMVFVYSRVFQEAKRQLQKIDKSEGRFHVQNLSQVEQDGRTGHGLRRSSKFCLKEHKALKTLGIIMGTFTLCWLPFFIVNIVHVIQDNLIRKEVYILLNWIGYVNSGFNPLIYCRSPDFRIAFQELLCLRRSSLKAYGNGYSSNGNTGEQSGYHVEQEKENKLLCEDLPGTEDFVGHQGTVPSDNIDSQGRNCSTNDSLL
* = called active by the depositor; ? = inconclusive; . = not tested or not shown; [ ] = remark or other dose. Unless noted, the call rests on the fitted dose curve; in most records, active means well fitted curve in the direction sought with a large enough effect; inconclusive means small, poorly fitted or top-dose-only effect, or another doubt; inactive means no such curve, though single readings can be large; an effect the other way counts as inactive or inconclusive.

SMILES	p53 reactivation	BRCA1 expr up	Integrin act MD	TRPV1 ag	CXXC DNA block	PTAP TSG101 blk	ELG1 repair inh	TCR activator	AT treatment	B2AR arrestin
C[C@]12c3[nH]c4ccc(Cl)cc4c3CCN1C(=O)[C@@H](CC(=O)NCc1cccc(C(F)(F)F)c1)C[C@@H]2C(=O)N1CCOCC1	-2%	-65%	-13%	.	.	-3%	23µM*	-11%[46.1 µM]	-2%[11.5 µM]	0.6%
Cc1c(CC(=O)NCCCC(=O)O)c(=O)oc2cc3occ(-c4ccccc4)c3cc12	11%	5%	2%	-1	5%	-5%	19%	-57%	4%	0.4%
Clc1ccc(CSc2nnc3c(n2)[nH]c2ccccc23)cc1	-4%	-2%	2%	6	?	-3%	-3%	3%	-1%	-0.5%
O=C(NC1CCCCC1)N1CCC(n2cnc3ccccc32)CC1	-2%	5%	8%	0	-1%	-2%	1%	-7%	2%	0.1%
C[C@@]12C(=O)OC(=O)[C@]1(C)C1CCC2O1	16%	-72%	.	0	.	-1%	?	5%	6%	0.0%
CC12CC3CC(C)(C1)CC(C(=O)N1CCN(C(=O)c4ccco4)CC1)(C3)C2	11%	0%	7%	?	11%	0%	-1%	6%	0%	-0.7%
CCCC(=O)OCCNc1cc(SCc2ccco2)c2nonc2c1[N+](=O)[O-]	-26%	-75%	-9%	-1	-2%	0%	-1%	2%[46.1 µM]	0%	0.0%
O=C1C=C(c2ccc(-c3ccccc3)cc2)C[C@@H](c2ccc(F)cc2)C1	-9%	-5%	-9%	6	.	-3%	?	-4%	7%	0.1%
C/C(CC(=O)Nc1ccc(N(C)C)cc1)=N\NC(=O)c1ccc(F)cc1	.	16%	8%	10	2%	-3%	10%	2%	2%	-0.8%
COc1ccc(C(=O)CN2C(=O)c3ccccc3C2=O)c(OC)c1C	?	-1%	10%	?	0%	-5%	-9%	-9%	-2%	-0.7%
Cc1ccnc(SCc2cc(=O)c(OC(=O)c3cccs3)co2)n1	7%	-18%	-12%	4	235%[activator]	1%	5%	1%	-4%	0.4%
C#CCOc1c(Cl)cc(/C=C2/C(=O)ON=C2C)cc1OCC	0%	-8%	17%	-6	-3%	0%	-2%	-6%	42%	2.9%
CCCCN(C)C(=O)C1CCN(Cc2ccc(OCc3ccccc3)cc2)CC1	?	-38%	-47%[inhibitor]	1	-2%	-3%	-30%	-4%[46.1 µM]	3%	-0.3%
O=[N+]([O-])c1cccc(SSc2cccc([N+](=O)[O-])c2)c1	.	-22%	-66%[inhibitor]	.	.	-1%	.	-2%	.	.
CCC1(C)OC(=O)N2CCc3c(C)[nH]c4c(C)ccc(c34)C21C (centres undefined)	-5%	-5%	-14%	26	-2%	-2%	-2%	1%	11%	-0.2%
COCc1cc(C)n(CC(=O)OC)c(=O)c1C#N	-1%	-9%	-4%	3	13%	0%	-4%	-5%	1%	-0.2%
CC(NC(=O)Cc1ccsc1)c1ccc(F)cc1 (centres undefined)	-2%	-21%	8%	14	2%	-1%	3%	0%	9%	-0.5%
COC(=O)c1scc(C)c1NC(=O)c1cccc(C#N)c1	?	11%	?	0	-2%	-2%	-5%	1%	-12%	-0.6%
Cc1c(Cl)cccc1NC(=O)COC(=O)c1ccc(CN2CCCC2=O)cc1	19%	33%	1%	-2	.	2%	?	1%	11%	0.2%
CCc1c(C)nc(SC(C(=O)O)c2ccccc2)c(C#N)c1C (centres undefined)	-4%	-6%	11%	0	3%	-3%	1%	0%[46.1 µM]	4%	0.3%
COc1ccc2oc(N)c(C=O)c(=O)c2c1	3%	28%	-32%	-1	10%	-4%	2%	4%	-1%	0.4%
CN(C(=O)c1cccc(NC(=O)Cc2cccc(NC(=O)C3CCN(C(=O)C4CCCC4)CC3)c2)c1)C1CC1	.	4%	16%	.	.	0%	.	7%	.	.
Cc1ccc2c(c1)C(O)(CC(=O)/C=C/C=C/c1ccccc1)C(=O)N2 (centres undefined)	25%	-1%	?	24	-19%	-2%	0%	1%[46.1 µM]	-9%	-0.6%
CCOC(=O)NC(O)C(=O)c1cccs1 (centres undefined)	4%	-11%	-20%	-1	-7%	-7%	-4%	-4%	0%	-0.2%

Nothing new here: an excerpt of the list.
SMILES	p53 reactivation	BRCA1 expr up	Integrin act MD	TRPV1 ag	CXXC DNA block	PTAP TSG101 blk	ELG1 repair inh	TCR activator	AT treatment	B2AR arrestin
COC(=O)c1scc(C)c1NC(=O)c1cccc(C#N)c1	?	11%	?	0	-2%	-2%	-5%	1%	-12%	-0.6%
Cc1c(Cl)cccc1NC(=O)COC(=O)c1ccc(CN2CCCC2=O)cc1	19%	33%	1%	-2	.	2%	?	1%	11%	0.2%
CCc1c(C)nc(SC(C(=O)O)c2ccccc2)c(C#N)c1C (centres undefined)	-4%	-6%	11%	0	3%	-3%	1%	0%[46.1 µM]	4%	0.3%

Continued:
SMILES	p53 reactivation	BRCA1 expr up	Integrin act MD	TRPV1 ag	CXXC DNA block	PTAP TSG101 blk	ELG1 repair inh	TCR activator	AT treatment	B2AR arrestin
Cc1ccc(OC(=O)NC2CCS(=O)(=O)C2)cc1C (centres undefined)	-7%	-1%	-19%	-1	4%	-3%	2%	2%	-1%	0.0%
O=C(NC(NC(=S)Nc1c(Cl)cccc1Cl)C(Cl)(Cl)Cl)OCc1ccccc1 (centres undefined)	5%	-82%	-41%	1	1%	-4%	-17%	3%[46.1 µM]	-9%	7.4%
Cc1nnc(SCC(=O)NNC(=O)c2ccco2)n1-c1cccc(Cl)c1	1%	7%	16%	-4	1%	-3%	2%	5%	2%	-0.1%
COC(=O)c1scc(C)c1NC(=O)Nc1ccccc1	-1%	0%	5%	19	-2%	-2%	?	0%	-3%	-0.3%
O=C(Nc1ccc2c(c1)OCO2)N1CCN(Cc2ccco2)CC1	-6%	83%	5%	17	3%	-1%	?	3%	5%	-0.7%
CC(/C=C/c1ccc2c(c1)OCO2)=N/NC(=O)C1COc2ccccc2O1 (centres undefined)	5%	.	.	9	1%	.	-16%	-10%[46.1 µM]	-7%	0.4%
COc1ccccc1CNC(=O)CN(C)S(=O)(=O)c1ccc2c(c1)c(=O)n(C)c(=O)n2C	-7%	0%	25%	2	1%	-2%	14%	1%	9%	0.0%
Cc1ccc(S(=O)(=O)N2CCCCC2)cc1C(=O)c1nccn1C	-4%	1%	4%	5	1%	-3%	-7%	0%	7%	0.3%
Cc1ccc([N+](=O)[O-])cc1NC(=O)c1c(-c2ccccc2)noc1C	-24%	-23%	6%	8	0%	-1%	4%	-6%	1%	3.6%
CC(=O)c1c(N2CCN(c3ccc(F)cc3)CC2)nc(=S)n(Cc2ccccc2)c1C	22%	-56%	-17%	4	3%	-3%	?	2%[46.1 µM]	-1%	-1.1%
COc1ccc(SC[C@H](CC(C)C)N2CCN(C)CCC2=O)cc1	9%	?	15%	1	-2%	-7%	?	4%	3%	-0.2%
N#C/C(=C(/O)c1ccc([N+](=O)[O-])cc1)c1nnc2n1CCCCC2	2%	-17%	14%	-3	1%	0%	-18%	7%	-1%	-0.7%
O=C(CSc1nc2ccccc2c(=O)[nH]1)c1cccs1	12%	16%	25%	5	-5%	-3%	?	-4%	10%	0.0%
NC(=O)Nc1cccc2ccccc12	2%	32%	10%	-2	3%	-2%	-10%	7%[46.1 µM]	6%	2.9%
CCn1c(=O)c2c3c(sc2n2cnnc12)CCC3	2%	-21%	-11%	3	20%	-2%	3%	3%	.	-0.6%
C/C=C/c1ccccc1OCc1ccc(C(=O)OC)o1	10%	-9%	5%	4	5%	-4%	-5%	6%	-4%	0.2%
Cc1onc(-c2ccccc2)c1C(=O)NNC(=S)NC(=O)c1ccc2c(c1)OCO2	?	-64%	-46%[inhibitor]	20	-12%	-2%	?	-28%	-7%	0.0%
O=C(NCc1ccccc1)c1cc(S(=O)(=O)N2CCCCC2)ccc1N1CCOCC1	1%	0%	-12%	29	9%	-1%	-19%	-7%	-7%	0.1%
COc1ccc(S(=O)(=O)N2CCCCC2)cc1C(=O)N1CCCCCC1	.	-21%	5%	.	.	-2%	.	-5%	.	.
COc1cc(CCC(=O)OCC(=O)N(CCC#N)c2ccccc2)cc(OC)c1OC	-7%	-2%	19%	1	6%	-6%	16%	2%	6%	-0.3%
CCc1ccc(Nc2c([N+](=O)[O-])c(=O)oc3ccccc23)cc1	-3%	-63%	9%	22	-13%	0%	?	-4%	-6%	-0.3%
Cn1c(CN2CCN(CC#N)CC2)c(C#N)c2ccccc21	-6%	-23%	-8%	-3	-1%	-7%	-4%	5%	.	0.0%
